Assay outcomes as filed in PubChem.
TRPM1 prom inh: inhibitors of MITF-driven TRPM1 promoter in melanoma cells. SK-MEL-5 TRPM1 promoter luciferase, 24 h. inhibition, % at 12.5 µM. hit rate 0.83% among 330,000. AID 488899;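 active = mean inhibition across replicates of 60% or more, whatever share of single replicates reaches that level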; note: values of inactives mirror those of a sister screen read the other way
PDI turbidity: blocks human protein disulfide isomerase activity; P07237; PDI insulin aggregation turbidity, A650, 90 min; inhibition, % at 10 µM; hit rate 0.052% among 350,000;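 active = mean inhibition across replicates of 30% or more, whatever share of single replicates reach that level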;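 note: absorbance from insulin aggregation driven by PDI reduction with DTT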
Target sequence (P07237 whole entry, looked up): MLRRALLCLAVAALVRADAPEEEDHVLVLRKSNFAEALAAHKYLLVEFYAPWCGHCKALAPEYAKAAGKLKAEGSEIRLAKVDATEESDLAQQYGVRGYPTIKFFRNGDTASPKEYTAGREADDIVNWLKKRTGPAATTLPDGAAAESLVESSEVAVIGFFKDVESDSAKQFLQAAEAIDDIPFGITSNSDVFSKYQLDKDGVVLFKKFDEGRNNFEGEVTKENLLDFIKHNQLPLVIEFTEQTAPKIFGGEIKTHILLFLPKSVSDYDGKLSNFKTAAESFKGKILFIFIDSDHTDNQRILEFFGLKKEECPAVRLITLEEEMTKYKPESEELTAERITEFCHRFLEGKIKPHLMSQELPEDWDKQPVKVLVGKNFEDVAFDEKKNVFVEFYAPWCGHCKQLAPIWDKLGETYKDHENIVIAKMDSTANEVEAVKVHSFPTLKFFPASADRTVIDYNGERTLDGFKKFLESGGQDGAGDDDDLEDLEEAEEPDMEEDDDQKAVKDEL
Peg3 promoter: Peg3 promoter activity inhibition | HeLa PEG-Prom luciferase reporter, luminescence, overnight | inhibition, % at 20 µM | hit rate 1.7% among 360,000 | AID 588405;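 active = inhibition of at least 50% at 20 µM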
CaV13 FRET inh: Primary screen for inhibitors of IQ motif and Ca2+-dependent inactivation inhibitor domain binding in CACNA1D, Förster resonance energy transfer in living cells, … | hit rate 0.098% among 340,000 | HEK cells, CFP/YFP FRET ICDI-IQ, plate reader, 10 min; percent FRET-ratio fall versus neutral wells | inhibition, % at 12.3 µM | AID 743397;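 active = mean replicate inhibition of at least 30% and at least 1% of replicates passing that level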;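 note: 0% = median of the neutral control wells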
hiPSC survival: increases survival of single human iPS cells. hiPSC single-cell survival, ATPlite luminescence; 100% = ROCK inhibitor wells, 0% = DMSO. AID 602274. hit rate 0.044% among 360,000. survival enhancement, % at 20 µM; in the data active = survival enhancement above about 18%;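 note: cells exposed to compounds for 16 hours before the ATP read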
NR2E3 ag-1: agonists of human nuclear receptor NR2E3; Q9Y5X4; AID 2300; hit rate 0.12% among 320,000; GST-NR2E3/biotin-RetCOR TR-FRET, 1536-well; inhibition of corepressor binding, % at 4.78 µM;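 active = percent inhibition above the cutoff of mean plus 3 SD of all tested compounds, set per screening campaign, cut at about 20% in these data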;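 note: 0% = DMSO wells and 100% = biotin wells as full block of FRET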
Target sequence (Q9Y5X4 whole entry, looked up): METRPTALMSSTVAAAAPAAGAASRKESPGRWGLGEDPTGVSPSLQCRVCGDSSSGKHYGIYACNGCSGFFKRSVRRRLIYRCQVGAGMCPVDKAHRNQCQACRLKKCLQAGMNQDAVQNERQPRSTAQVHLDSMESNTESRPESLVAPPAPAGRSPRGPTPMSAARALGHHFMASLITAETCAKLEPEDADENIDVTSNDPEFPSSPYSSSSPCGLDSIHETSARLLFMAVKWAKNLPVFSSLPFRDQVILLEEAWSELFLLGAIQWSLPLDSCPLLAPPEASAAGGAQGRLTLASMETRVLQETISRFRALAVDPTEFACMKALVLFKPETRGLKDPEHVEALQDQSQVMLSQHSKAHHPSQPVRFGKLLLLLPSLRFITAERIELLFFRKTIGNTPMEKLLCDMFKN
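System: GST-tagged NR2E3 plus biotinylated RetCOR corepressor; Buffer or medium: pH 7.5 Tris-based buffer; Probe or stimulus: RetCOR corepressor, biotinylated, 7 nM; Doses: compound at 4.8 µM, single dose; Schedule: 5 h incubation at 4 °C; Technique: time-resolved FRET; Evaluation: percent inhibition of TR-FRET ratio; Replication: one well per compound, singlicate testing.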
Vif imaging: inhibitors of HIV Vif. HEK293T cells, Vif self-association by quenched fluorescence, imaging, 24 h. inhibition, % at 7.49 µM. hit rate 0.35% among 340,000; in the data active = inhibition above about 50%, passing the limit was not always enough; note: some results filed as inactive read as strong as hits
HIF-2a inh: blocks HIF-2a reporter activity | 786-0 RCC cells HIF-2a reporter, luciferase luminescence, overnight | inhibition, % at 18.8 µM | hit rate 0.72% among 360,000 | AID 624352;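 active = inhibition of the luminescence signal of 40% or more relative to plate controls, in a single-dose primary screen at 18.75 µM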
Exocytosis inh: blocks lytic granule exocytosis; TALL-104 LAMP-1 surface exposure, flow cytometry; cells stimulated with thapsigargin and PMA; hit rate 0.66% among 360,000; inhibition, % at 10 µM;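 active = inhibition above about 55%, limit read from the data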
NR2E3 ag-2: activates human NR2E3 receptor. hit rate 0.35% among 360,000. Q9Y5X4. AID 602229. inhibition of corepressor binding, % at 3.98 µM. CHO-S Gal4-NCOR/VP16-NR2E3 two-hybrid, luciferase;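 active = inhibition above the mean of all tested compounds plus 3 SD, cut at about 70% in these data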;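 note: 0% = DMSO with NR2E3 transfected cells and 100% = cells lacking NR2E3 construct; higher means lower luciferase signal from less NR2E3 corepressor binding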
aDG glyco act: increases alpha dystroglycan glycosylation | Pro5-aDG cells, alpha-DG glycosylation AlphaScreen (IIH6); 0% Pro5, 100% B10-LARGE cell signal | activation, % at 10 µM | hit rate 0.22% among 360,000 | AID 624168;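 active = activation of at least 8% versus controls, or a plate z-score of at least 8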;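 note: Pro5 are CHO cells carrying HIG-tagged alpha-DG that lacks glycosylation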
Numbers without * were called inactive; · = not tested or not shown.

A first look:
Value order: TRPM1 prom inh	PDI turbidity	Peg3 promoter	CaV13 FRET inh	hiPSC survival	NR2E3 ag-1	Vif imaging	HIF-2a inh	Exocytosis inh	NR2E3 ag-2	aDG glyco act
1	O=C1OCCC1S(=O)(=O)c1ccc2ccccc2c1 (configuration not stated)
  1	1	16	-4	-0.3	-4	-16	18	-11	12	-0.1
2	Cc1ccccc1C(=O)Nc1c(-c2cccs2)c(=O)c2ccccc2n1C
  -4	-7	14	-17	-0.4	-1	-6	12	-6	-4	-0.1
3	O=C(O)c1ccc(N/N=C/c2cc3c(cc2[N+](=O)[O-])OCO3)cc1
  23	-9	13	0	0.0	-3	9	6	11	-18	-0.5
4	CCCCn1c(N)c(N(CCOC)C(=O)c2cc(Cl)nc3ccccc23)c(=O)[nH]c1=O
  3	-1	-5	-6	-0.6	-1	5	9	4	-7	0.1
5	Cc1nn(Cc2ccc(Cl)cc2)c(C)c1NC(=O)CSc1n[nH]c(C)c1[N+](=O)[O-]
  0	-2	19	-4	-2.2	-1	-6	24	-2	-10	-0.1
6	O=C(CN1C(=O)C2(OCCO2)c2ccccc21)c1ccc(Cl)cc1
  1	1	5	-8	3.6	-2	-4	4	-4	-12	-0.1
7	O=C(NCc1ccc(F)cc1)C(c1ccc(F)cc1)N(C(=O)c1csnn1)C1CC1 (configuration not stated)
  0	-6	14	-2	0.6	6	-2	16	-9	-13	0.1
8	O=C(NCC1CCCO1)c1cc(-c2ccccc2)on1 (configuration not stated)
  -5	-2	-169	·	1.4	-4	3	-477	5	-90	-0.4
9	Cc1ccc(Cl)cc1NC(=S)N(C)N
  -10	0	14	-5	1.3	-1	-3	15	5	5	0.2
10	CCc1nn(CC(=O)NCc2ccccc2Cl)c(=O)c2cccn12
  -2	2	-9	-7	-0.5	-2	17	2	-3	14	-0.2
11	O=C(Nc1ccccc1)/C(=C/c1ccc([N+](=O)[O-])cc1)NC(=O)c1ccccc1
  -5	1	17	-6	0.1	0	0	15	3	6	-0.1
12	CCCCOC(=O)C1=C(C)NC(=O)NC1c1cc2c(cc1Br)OCO2 (configuration not stated)
  2	0	17	-5	-0.6	3	-2	29	-8	4	0.1

Results, from the start:
Value order: TRPM1 prom inh	PDI turbidity	Peg3 promoter	CaV13 FRET inh	hiPSC survival	NR2E3 ag-1	Vif imaging	HIF-2a inh	Exocytosis inh	NR2E3 ag-2	aDG glyco act
1	O=C1OCCC1S(=O)(=O)c1ccc2ccccc2c1 (configuration not stated)
  1	1	16	-4	-0.3	-4	-16	18	-11	12	-0.1
2	Cc1ccccc1C(=O)Nc1c(-c2cccs2)c(=O)c2ccccc2n1C
  -4	-7	14	-17	-0.4	-1	-6	12	-6	-4	-0.1
3	O=C(O)c1ccc(N/N=C/c2cc3c(cc2[N+](=O)[O-])OCO3)cc1
  23	-9	13	0	0.0	-3	9	6	11	-18	-0.5
4	CCCCn1c(N)c(N(CCOC)C(=O)c2cc(Cl)nc3ccccc23)c(=O)[nH]c1=O
  3	-1	-5	-6	-0.6	-1	5	9	4	-7	0.1
5	Cc1nn(Cc2ccc(Cl)cc2)c(C)c1NC(=O)CSc1n[nH]c(C)c1[N+](=O)[O-]
  0	-2	19	-4	-2.2	-1	-6	24	-2	-10	-0.1
6	O=C(CN1C(=O)C2(OCCO2)c2ccccc21)c1ccc(Cl)cc1
  1	1	5	-8	3.6	-2	-4	4	-4	-12	-0.1
7	O=C(NCc1ccc(F)cc1)C(c1ccc(F)cc1)N(C(=O)c1csnn1)C1CC1 (configuration not stated)
  0	-6	14	-2	0.6	6	-2	16	-9	-13	0.1
8	O=C(NCC1CCCO1)c1cc(-c2ccccc2)on1 (configuration not stated)
  -5	-2	-169	·	1.4	-4	3	-477	5	-90	-0.4
9	Cc1ccc(Cl)cc1NC(=S)N(C)N
  -10	0	14	-5	1.3	-1	-3	15	5	5	0.2
10	CCc1nn(CC(=O)NCc2ccccc2Cl)c(=O)c2cccn12
  -2	2	-9	-7	-0.5	-2	17	2	-3	14	-0.2
11	O=C(Nc1ccccc1)/C(=C/c1ccc([N+](=O)[O-])cc1)NC(=O)c1ccccc1
  -5	1	17	-6	0.1	0	0	15	3	6	-0.1
12	CCCCOC(=O)C1=C(C)NC(=O)NC1c1cc2c(cc1Br)OCO2 (configuration not stated)
  2	0	17	-5	-0.6	3	-2	29	-8	4	0.1
13	CC12C=CC(=O)C=C1CCC1C2C(=O)CC2(C)C1CCC2(O)C(=O)CO (configuration not stated)
  -3	2	4	-5	2.9	·	-8	5	-4	5	-0.1
14	CCN(c1ccccc1)S(=O)(=O)c1ccc(C(=O)NCC2(N(C)C)CCCCC2)cc1
  -18	-8	7	-16	0.7	4	-1	6	5	4	0.0
15	Cc1ccc2c(c1)C1CN(C)CCC1N2C(=O)c1ccc(Cl)c(S(=O)(=O)N2CCOCC2)c1 (configuration not stated)
  -15	5	13	-17	-0.5	-1	12	8	0	1	1.8
16	CN(Cc1ccccc1)C(=O)COC(=O)COc1ccc(C#N)cc1
  -3	-2	8	-5	-0.3	2	-1	13	-1	-36	0.1
17	COC(=O)c1cc(S(=O)(=O)NCC2CCN(CCc3cccs3)CC2)cn1C
  -1	3	12	-2	0.2	-2	-10	20	5	8	0.0
18	Cc1nn(CCc2n[nH]c(=S)n2-c2cccc(Cl)c2)c(C)c1[N+](=O)[O-]
  -4	-1	22	-6	1.1	0	3	-17	-1	-2	-0.2
19	Cc1cc(C)n(-c2ccc(F)cc2CN2CCN(Cc3ccccc3)C(CCO)C2)n1 (configuration not stated)
  5	-2	5	2	-0.1	-1	-1	6	-1	2	-0.1
20	CCCCCN(C(=O)NC(=O)NC(C)CC)S(C)(=O)=O (configuration not stated)
  0	5	7	·	-1.0	1	-9	-1	4	11	-0.1
21	COCCn1c(C)cc(C(=O)COC(=O)CCS(=O)(=O)c2ccc(C)cc2)c1C
  -8	-2	-23	·	1.7	3	-1	-15	-2	-10	0.0
22	Cc1cc2c(c(=O)n1CCCn1ccnc1)C(c1ccco1)C(C#N)=C(N)O2 (configuration not stated)
  7	0	8	·	3.4	-3	-1	10	2	-5	-0.3
23	CC(=O)N1c2ccc(S(=O)(=O)NCC3CCC(C(=O)Nc4ncccc4C)CC3)cc2CC1C (configuration not stated)
  5	5	32	-2	0.1	-5	-3	9	-6	-11	-0.2
24	CCCc1cc(=O)oc2cc(OCC(=O)NCCCN3CCOCC3)c(Cl)cc12
  1	-3	3	-5	-0.3	0	-20	-4	-1	-12	-0.2
25	CC(=O)c1c(C)[nH]c(C(=O)OCc2ccc(Br)cc2)c1C
  -28	10	-148	-4	6.0	1	-18	-261	-3	6	9.0*
26	Cc1cccc(N(C)S(=O)(=O)c2cccc3nsnc23)c1
  -2	-16	17	-4	-0.7	0	15	21	2	0	-0.1
27	CCC(=O)Nc1ccc2c(c1)nc(CCNC(=O)c1ccco1)n2C
  -2	-3	14	-3	-0.4	5	28	7	-18	-35	-0.2
28	Cc1ccc(-c2nc3ccccc3o2)cc1NC(=O)Cc1cccs1
  0	8	12	-5	-0.3	4	8	5	-2	-14	0.0
29	COc1cccc(NC(=S)Nc2ccc(F)cc2)c1
  3	-5	-16	-5	-0.8	0	4	-123	-6	-23	-0.2
30	Cc1ccc(CNC(=O)CCn2cc(-c3ccc(C)cc3)nc2-c2ccncc2)cc1
  -4	-4	-4	-5	-1.9	0	16	2	12	18	-0.1
31	N#C/C(=C/c1ccc(O)c(O)c1)c1nc2ccccc2[nH]1
  -27	-1	-119	-5	0.5	0	3	-229	-1	-73	-0.4
32	Cc1ccc(-n2nnnc2-c2cnn(-c3cccc(F)c3)c2C(F)(F)F)cc1
  15	10	14	-5	0.4	1	-3	6	0	30	0.5
33	CN(CCOc1ccccc1)C(=O)CCc1nc2sc3c(c2c(=O)[nH]1)CCCC3
  9	-3	21	-9	0.0	-1	-2	12	-5	8	0.0
34	CCn1c(SCC(N)=O)nc2cc(S(=O)(=O)N3CCOCC3)ccc21
  -9	-4	-1	-5	-0.6	6	5	14	-4	-2	-0.2
35	CC(C)CSc1ncnc2c1oc1nc3c(cc12)COC(C)(C)C3
  -10	3	-71	-3	-1.1	5	-3	-101	2	5	0.0
36	COCCN1CN(S(=O)(=O)c2ccccc2)c2nc3ccccc3nc21
  0	-7	11	-5	5.1	2	·	6	-2	4	0.0
37	Cc1ccc(SCC(=O)Nc2ccc(N3CCOCC3)cc2)cc1
  -3	4	-3	3	0.6	-3	2	-20	-8	-5	-0.2
38	COc1ccc(NC(=O)CN(C)C(=O)c2ccc(NS(=O)(=O)c3ccc(F)cc3)cc2)cc1
  -6	-3	13	-7	1.4	2	3	6	-23	-3	-0.2
39	NC(=O)Cn1c(=O)n(CC(=O)N2CCCCC2)c(=O)c2sccc21
  -5	-1	7	-3	0.1	1	0	5	-2	-30	0.6
40	Cc1ccc(C(=O)NC2CCCc3ccccc32)cc1[N+](=O)[O-] (configuration not stated)
  0	-7	3	-8	0.5	3	4	-23	9	-14	-0.1
41	Cc1ccccc1C(=O)OCCN(C)Cc1ccccc1
  2	2	-4	-3	0.3	-2	-6	9	-2	-19	-0.2
42	COc1cccc(C2SCC(=O)N2c2ccc(Br)cc2)c1OC (configuration not stated)
  -9	-12	9	-4	-1.8	1	3	8	4	2	0.2
43	O=C(Cc1coc(-c2ccc(F)cc2)n1)N1CCOCC1
  -1	-2	-5	·	7.0	-1	14	1	1	-12	-0.2
44	Cc1csc(NC(=O)CSc2nc(C)cs2)n1
  -13	9	-30	·	-2.1	2	·	-21	-3	-44	0.2
45	O=C(NNC(=O)c1ccccc1Br)c1ccc(Cl)c(Cl)c1
  -15	1	-122	-7	-2.0	2	35	-83	-3	-42	-0.5
46	Cc1ccc(C(=O)NCC(=O)OCc2nnc(-c3ccc([N+](=O)[O-])cc3)o2)s1
  5	-1	-21	-6	-1.0	1	7	-26	18	-7	0.1
47	COc1ccc(C2=NOC(Cn3nc(-c4ccccc4)cc3C(=O)NCc3ccco3)C2)cc1 (configuration not stated)
  -2	1	-3	-4	2.0	·	-2	15	0	22	-0.2
48	COCC1CCN(C(=O)CC2C(=O)NCCN2Cc2cccc(Oc3ccccc3)c2)CC1 (configuration not stated)
  -3	-4	4	-2	-0.5	3	-8	6	2	-4	0.0
49	CS(=O)(=O)N1CCN(c2ccccc2NC(=O)c2cc3ccccc3o2)CC1
  8	-1	36	-5	-0.1	0	-6	-3	17	-16	0.1
50	O=C1Nc2ccccc2C(O)(C(=O)NCc2ccco2)N1c1ccccc1 (configuration not stated)
  3	22	12	-3	-1.0	-3	2	11	-1	16	0.0
